# Screening results from PubChem BioAssay.
# FadD28 binding: inhibitors of FadD28 bisubstrate probe binding, primary screen, biochemical, fluorescence polarization, single point. Mycobacterium tuberculosis FadD28 fatty-acid-AMP ligase. inhibition, % at 12.5 µM. actives 0.22% (n = 360,000). AID 588549, 2011; in the data active means inhibition above about 8.5%, passing the limit was not always enough; inconclusive means no clear call, values can overlap the other calls
# Mtb FBA inh: Mtb FBA enzyme inhibitors, primary screen, biochemical, fluorescence, strain H37Rv; purified M. tuberculosis FBA, fluorescence read-out; actives 2.3% (n = 360,000); inhibition, % at 1 µM; Fructose-bisphosphate aldolase (Mycobacterium tuberculosis (strain ATCC 25618 / H37Rv)), …; in the data active means inhibition above about 27%;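 further: 0% = vehicle and 100% = reference inhibitor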
# Target sequence (P9WQA3 whole entry, looked up): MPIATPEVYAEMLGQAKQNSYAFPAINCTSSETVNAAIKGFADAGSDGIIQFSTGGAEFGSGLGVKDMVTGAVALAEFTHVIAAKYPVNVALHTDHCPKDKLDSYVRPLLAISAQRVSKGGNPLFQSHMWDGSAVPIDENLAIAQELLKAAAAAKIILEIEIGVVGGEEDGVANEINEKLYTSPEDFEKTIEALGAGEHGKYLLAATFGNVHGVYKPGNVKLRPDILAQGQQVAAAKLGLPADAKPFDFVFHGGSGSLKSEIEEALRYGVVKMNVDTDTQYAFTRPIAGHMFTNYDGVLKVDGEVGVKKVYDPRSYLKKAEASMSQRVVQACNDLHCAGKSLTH
# CCHF vOTU inh: CCHFV vOTU protease inhibitors, primary screen, biochemical, Pep-AMC substrate, fluorescence | Crimean-Congo hemorrhagic fever virus L polyprotein viral ovarian tumor (vOTU) protease … | inhibition, % at 11.5 µM | actives 0.55% (n = 370,000); further: 0% = vehicle wells with enzyme and 100% = no enzyme wells
# UGM FP inh: M. tuberculosis UGM enzyme inhibitors, primary screen, biochemical, fluorescence polarization, single point. inhibition, % at 10 µM. UDP-galactopyranose mutase (Mycobacterium tuberculosis (strain ATCC 25618 / H37Rv)), …. purified UGM, fluorescence polarization probe displacement. actives 0.06% (n = 320,000); in the data active means inhibition above about 10%, passing the limit was not always enough; inconclusive means no clear call, values can overlap the other calls
# Target sequence (P9WIQ1 whole entry, looked up): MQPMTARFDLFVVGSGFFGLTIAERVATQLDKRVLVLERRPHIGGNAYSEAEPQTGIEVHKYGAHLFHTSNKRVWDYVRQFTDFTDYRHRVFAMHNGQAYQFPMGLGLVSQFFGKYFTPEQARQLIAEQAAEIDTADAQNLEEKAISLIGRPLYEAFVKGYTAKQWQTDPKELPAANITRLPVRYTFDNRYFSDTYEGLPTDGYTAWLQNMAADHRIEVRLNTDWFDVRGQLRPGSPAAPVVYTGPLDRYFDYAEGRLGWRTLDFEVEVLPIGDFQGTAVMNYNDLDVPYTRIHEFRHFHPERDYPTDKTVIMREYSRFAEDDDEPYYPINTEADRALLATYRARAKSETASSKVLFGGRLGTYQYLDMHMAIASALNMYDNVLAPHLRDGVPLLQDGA
# BoNT-F LC inh: BoNT/F light chain protease inhibitors, primary screen, biochemical, flow cytometry, MLPCN library; AID 588497, 2011; inhibition, % at 10 µM; Botulinum neurotoxin type F light chain protease (Clostridium botulinum); actives 0.22% (n = 360,000); Multiplex microsphere protease cleavage assay; in the data active means inhibition above about 35%, passing the limit was not always enough; inconclusive means no clear call, values can overlap the other calls; further: plate controls were buffer without enzyme for full effect and enzyme alone for no effect
# PrPC TRFRET: inhibitors of human cell surface prion protein PrPC, primary screen, cell-based, TR-FRET. Major prion protein (Homo sapiens), P04156. TR-FRET read-out. inhibition, % at 13.8 µM. actives 0.43% (n = 370,000). AID 720596, 2013; in the data active means inhibition above about 24%; further: 0% = median of the test wells and 100% = reference compound wells
# BoNT A protease: BoNT/A light chain protease inhibitors, primary screen, biochemical, flow cytometry, MLPCN library | actives 0.17% (n = 360,000) | inhibition, % at 10 µM | multiplex microsphere protease substrate cleavage | Botulinum neurotoxin type A light chain protease (Clostridium botulinum A str. ATCC 3502); in the data active means inhibition above about 30%; inconclusive means no clear call, values can overlap the other calls; further: plate controls were buffer without enzyme for full effect and enzyme alone for no effect
# GDH-TPI counter: GDH-TPI coupling enzyme inhibitors, primary screen, artefact control for M. tuberculosis FBA inhibitor project, biochemical, absorbance, full deck; GDH-TPI coupled enzyme counterscreen, NADH absorbance; inhibition, % at 4.8 µM; actives 1.2% (n = 360,000); AID 588335, 2011;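 further: 0% = DMSO wells and 100% = wells lacking the enzyme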
# Mtb BioA inh: M. tuberculosis BioA enzyme inhibitors, primary screen, biochemical, plate reader, single point, HTS; purified M. tuberculosis BioA enzyme; AID 602481, 2012; inhibition, % at 9.99 µM; actives 0.096% (n = 360,000); 7,8-diaminopelargonic acid synthase BioA (Mycobacterium tuberculosis); in the data active means inhibition above about 40%; inconclusive means no clear call, values can overlap the other calls
# Starred values were filed as active, the others as inactive; ? = inconclusive; . = not tested or not shown. Unless noted, no stated cut-off is given here; in the data, active means inhibition above about 30%; inactive means the rest. Compounds as they come; overall some 4.8% were active at least once.
SMILES | Mtb FBA inh | Mtb BioA inh | BoNT-F LC inh | FadD28 binding | CCHF vOTU inh | BoNT A protease | PrPC TRFRET | GDH-TPI counter | UGM FP inh
Cc1cccc(NC(=O)c2cc(S(=O)(=O)NCc3ccco3)ccc2F)c1C | 1 | -1.1 | 1 | 0.2 | 7 | 2.0 | -9 | 11 | -1.9
Cc1cccc(Nc2ncnc3onc(-c4ccc(F)cc4)c23)c1C | -2 | 0.8 | -8 | -3.4 | 10 | 0.1 | 7 | 1 | 3.8
CCc1ccc(C(CNc2nc(C(F)(F)F)nc3ccccc23)N(C)C)cc1 (configuration not stated) | -2 | 0.1 | -3 | -1.2 | 18 | 1.4 | 13 | -3 | -4.7
CN1C/C(=C\c2ccc(N3CCOCC3)cc2)C(=O)/C(=C/c2ccc(N3CCOCC3)cc2)C1 | -9 | -1.0 | 7 | -0.9 | -15 | 34* | -1 | 12 | -1.5
Cc1cc(NC(=O)CSc2nnc(C3CC3)n2N)c([N+](=O)[O-])cc1C | 0 | 1.3 | -2 | -3.6 | -2 | -1.2 | -16 | -8 | -0.8
O=C(NCC1CCCO1)C1CCN(S(=O)(=O)c2cccc3cccnc23)CC1 (configuration not stated) | 0 | 0.6 | -2 | -1.7 | 12 | 0.2 | -7 | 1 | .
COC(=O)c1ccc2c(c1)NC(=O)C(N1CCOCC1)S2 (configuration not stated) | 2 | 0.0 | 1 | 0.7 | 2 | 0.2 | -7 | 4 | -2.1
COc1ccccc1Cc1c(-c2ccccc2)nc2ccc(Cl)cn12 | 3 | -0.9 | 12 | -4.2 | 19 | 21 | -9 | . | .
CCOC(=O)Nc1cc(C(=O)OC)ccc1C | -1 | -1.5 | 14 | -1.9 | -6 | 5.8 | -6 | 10 | 3.2
Nc1nnc(SCc2ccc([N+](=O)[O-])cc2)s1 | -4 | . | 3 | -1.1 | 2 | 0.6 | -12 | 2 | -3.3
CC1CCCCC1N=CC1=C(O)CC(C)(C)CC1=O (configuration not stated) | 5 | -2.4 | -3 | -0.2 | 3 | -1.6 | 3 | 7 | -4.0
CC1CC(CC(=O)NNc2nc(-c3ccccc3)cs2)C(=O)O1 (configuration not stated) | 0 | 0.1 | -2 | 0.0 | 1 | 0.2 | 8 | -2 | 1.2
C=CCn1cnc2c(nnn2-c2cc(C)cc(C)c2)c1=O | 2 | . | -3 | -1.4 | -7 | -0.4 | 0 | -15 | 0.6
COc1ccc(CC(NC(C)=O)C(=O)NC2CCN(C(=O)Nc3ccc(C#N)cc3)CC2)cc1OC (configuration not stated) | 0 | -0.5 | 10 | 0.5 | -17 | 0.5 | -3 | -6 | 0.2
O=C1OCc2ccc(NC(=O)c3c(F)cccc3Cl)cc21 | 1 | -0.1 | 10 | 0.4 | -6 | 1.1 | -2 | 0 | 1.3
Cc1nnc(NC(=O)CSc2ccc([N+](=O)[O-])cn2)s1 | 4 | . | -5 | -0.4 | 4 | -1.0 | 0 | 0 | -1.5
O=c1c2ccccc2nc(-c2ccccc2)n1/N=C/c1ccc([N+](=O)[O-])cc1 | 0 | -0.9 | 1 | -0.6 | 1 | -1.1 | 0 | 16 | 2.3
O=S1(=O)C=CC(N2CCOCC2)C1 (configuration not stated) | 0 | 1.4 | -10 | -3.0 | 8 | 0.2 | 11 | -2 | 4.3
Cn1cccc1CNCC(O)c1ccccc1 (configuration not stated) | -1 | -0.9 | ? | -1.0 | -4 | -4.8 | 4 | 8 | 0.6
FC(F)(F)c1cc(-c2cccs2)n[nH]1 | -2 | -0.9 | 1 | -1.5 | 3 | -0.9 | -1 | 7 | -2.1
COC(CNC(=O)c1cc(-c2ccncc2)nc2ccc(S(=O)(=O)N3CCOCC3)cc12)OC | -1 | . | 2 | -1.5 | -6 | -0.8 | -7 | 0 | 4.7
Clc1ccccc1NN(Cc1ccncc1)c1ccccc1Cl | 4 | 0.0 | -3 | 0.5 | 8 | 0.4 | 13 | -6 | .
CN(C)CCNC(=O)c1scc2c1CCCC2 | -1 | . | -9 | -0.8 | 8 | -1.3 | 8 | 10 | 0.1
N=c1n(Cc2ccc(Cl)cc2)c2ccccc2n1CC(O)COc1ccccc1 (configuration not stated) | 1 | 14 | -7 | -4.3 | 16 | 0.1 | -1 | -3 | 3.4
CN(Cc1ccccc1)c1ccc([N+](=O)[O-])cc1C(=O)O | -22 | . | -5 | -3.6 | -1 | -0.7 | -15 | 3 | 1.7
CCOc1ccc(N(CC(=O)N/N=C/c2ccccn2)S(=O)(=O)c2ccc(Cl)cc2)cc1 | -1 | 0.3 | -2 | . | -3 | -0.9 | 4 | 4 | -1.0
Cc1ccc(NC(=O)CSC(C)C(=O)NCCc2ccccn2)cc1 (configuration not stated) | 0 | . | -1 | -0.9 | -6 | -0.8 | 7 | 4 | -2.2
Cc1cc(C(=O)NC2CCCc3c2cnn3-c2ccccc2F)nc(C)n1 (configuration not stated) | -3 | -0.7 | 1 | -2.4 | 17 | -0.2 | -2 | -5 | -0.4

# For reference, some entries already given.
SMILES | Mtb FBA inh | Mtb BioA inh | BoNT-F LC inh | FadD28 binding | CCHF vOTU inh | BoNT A protease | PrPC TRFRET | GDH-TPI counter | UGM FP inh
Cc1cccc(NC(=O)c2cc(S(=O)(=O)NCc3ccco3)ccc2F)c1C | 1 | -1.1 | 1 | 0.2 | 7 | 2.0 | -9 | 11 | -1.9
Cc1cccc(Nc2ncnc3onc(-c4ccc(F)cc4)c23)c1C | -2 | 0.8 | -8 | -3.4 | 10 | 0.1 | 7 | 1 | 3.8
CCc1ccc(C(CNc2nc(C(F)(F)F)nc3ccccc23)N(C)C)cc1 (configuration not stated) | -2 | 0.1 | -3 | -1.2 | 18 | 1.4 | 13 | -3 | -4.7
CN1C/C(=C\c2ccc(N3CCOCC3)cc2)C(=O)/C(=C/c2ccc(N3CCOCC3)cc2)C1 | -9 | -1.0 | 7 | -0.9 | -15 | 34* | -1 | 12 | -1.5
Cc1cc(NC(=O)CSc2nnc(C3CC3)n2N)c([N+](=O)[O-])cc1C | 0 | 1.3 | -2 | -3.6 | -2 | -1.2 | -16 | -8 | -0.8
O=C(NCC1CCCO1)C1CCN(S(=O)(=O)c2cccc3cccnc23)CC1 (configuration not stated) | 0 | 0.6 | -2 | -1.7 | 12 | 0.2 | -7 | 1 | .
COC(=O)c1ccc2c(c1)NC(=O)C(N1CCOCC1)S2 (configuration not stated) | 2 | 0.0 | 1 | 0.7 | 2 | 0.2 | -7 | 4 | -2.1
COc1ccccc1Cc1c(-c2ccccc2)nc2ccc(Cl)cn12 | 3 | -0.9 | 12 | -4.2 | 19 | 21 | -9 | . | .
CCOC(=O)Nc1cc(C(=O)OC)ccc1C | -1 | -1.5 | 14 | -1.9 | -6 | 5.8 | -6 | 10 | 3.2
Nc1nnc(SCc2ccc([N+](=O)[O-])cc2)s1 | -4 | . | 3 | -1.1 | 2 | 0.6 | -12 | 2 | -3.3
